# BoNT A protease – BoNT/A light chain protease inhibitors, primary screen, biochemical, flow cytometry, MLPCN library. multiplex microsphere protease substrate cleavage. Botulinum neurotoxin type A light chain protease (Clostridium botulinum A str. ATCC 3502). 360,000 tested, 0.17% active. AID 588499, 2011. inhibition, % at 10 µM; note: plate controls were buffer without enzyme for full effect and enzyme alone for no effect
# Rv3671c protease – Rv3671c serine protease inhibitors, primary screen, biochemical, fluorescence polarization, M. tuberculosis H37Rv; AID 2606, 2010; 320,000 tested, 0.048% active; P9WHR9; inhibition, % at 5.96 µM; in the data active = inhibition above about 38%;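 note: extracellular domain of Rv3671c used as enzyme; 0% = enzyme with DMSO and 100% = no enzyme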
# Target sequence (P9WHR9 whole entry, looked up, the tested form may be a part): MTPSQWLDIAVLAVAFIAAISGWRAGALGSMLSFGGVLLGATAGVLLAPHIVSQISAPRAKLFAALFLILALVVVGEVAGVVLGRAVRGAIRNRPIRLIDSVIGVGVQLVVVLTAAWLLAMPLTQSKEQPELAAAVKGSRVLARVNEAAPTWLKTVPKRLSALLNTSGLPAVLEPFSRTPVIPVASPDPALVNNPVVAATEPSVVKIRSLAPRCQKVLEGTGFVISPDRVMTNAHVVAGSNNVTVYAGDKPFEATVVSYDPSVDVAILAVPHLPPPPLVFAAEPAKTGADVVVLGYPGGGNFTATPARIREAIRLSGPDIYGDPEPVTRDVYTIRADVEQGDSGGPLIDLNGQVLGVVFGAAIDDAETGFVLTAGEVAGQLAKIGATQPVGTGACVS
# BoNT-F LC inh – BoNT/F light chain protease inhibitors, primary screen, biochemical, flow cytometry, MLPCN library | Botulinum neurotoxin type F light chain protease (Clostridium botulinum) | inhibition, % at 10 µM | AID 588497, 2011 | 360,000 tested, 0.22% active | Multiplex microsphere protease cleavage assay; in the data active = inhibition above about 35%, passing the limit was not always enough; inconclusive = no clear call, values can overlap the other calls; note: plate controls were buffer without enzyme for full effect and enzyme alone for no effect
# Anthrax LF prot – Bacillus anthracis LF protease inhibitors, primary screen, biochemical, multiplex microsphere, MLPCN library; Lethal factor (Bacillus anthracis), P15917; inhibition, % at 10 µM; 360,000 tested, 0.12% active; multiplex microsphere protease cleavage assay; note: plate controls were buffer without enzyme for full effect and enzyme alone for no effect
# SSB-PriA inh – inhibitors of Klebsiella pneumoniae PriA binding to SSB C-terminal tail, primary screen, biochemical, AlphaScreen; 430,000 tested, 0.6% active; PriA–SSB C-terminal tail interaction (Klebsiella pneumoniae); AlphaScreen SSBct-PriA binding, biotinylated peptide; inhibition, % at 33 µM; AID 1272365, 2023; in the data active = inhibition mostly above about 37%, no sharp cut-off; inactive = mostly below about 20%;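 note: plate controls were negative control peptide for no effect and reference peptide for full effect; strong numbers were not always called active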
# DUSP3 inh – VHR1 phosphatase inhibitors, primary screen, biochemical, absorbance, uHTS; 290,000 tested, 0.52% active; AID 1654, 2009; recombinant VHR phosphatase, pNPP absorbance; inhibition, % at 13.3 µM; Dual specificity protein phosphatase 3 (Homo sapiens), P51452; in the data active = inhibition above about 50%; note: some compounds called inactive have numbers as strong as hits
# Target sequence (P51452 whole entry, looked up): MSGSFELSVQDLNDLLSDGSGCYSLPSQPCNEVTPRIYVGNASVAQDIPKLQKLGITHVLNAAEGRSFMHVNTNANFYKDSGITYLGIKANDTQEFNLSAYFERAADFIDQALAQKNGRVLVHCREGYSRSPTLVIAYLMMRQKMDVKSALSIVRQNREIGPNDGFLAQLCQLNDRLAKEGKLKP
# MazEF act – activators of E. coli MazEF toxin-antitoxin RNase, primary screen, biochemical, fluorescence, uHTS | Endoribonuclease toxin MazF (Escherichia coli (strain K12)), P0AE70 | FAM/BHQ RNA-DNA oligo cleavage fluorescence, 5 h | activation, % at 20 µM | 350,000 tested, 0.32% active | AID 504720, 2011; in the data active = activation above about 50%
# Target sequence (P0AE70 whole entry, looked up): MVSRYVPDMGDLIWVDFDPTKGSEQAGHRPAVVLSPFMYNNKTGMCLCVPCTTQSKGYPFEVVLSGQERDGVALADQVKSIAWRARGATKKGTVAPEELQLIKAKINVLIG
# 3CLpro inhibitor – SARS-CoV 3CLpro protease inhibitors, primary screen, biochemical, quenched FRET | recombinant SARS-CoV 3CLpro, quenched FRET peptide cleavage | 290,000 tested, 0.14% active | inhibition, % at 6 µM; in the data active = inhibition above about 12%
# PrPC surface inh – inhibitors of human cell surface prion protein PrPC, primary screen, cell-based, TR-FRET. AID 720596, 2013. Major prion protein (Homo sapiens), P04156. inhibition, % at 13.8 µM. TR-FRET read-out. 370,000 tested, 0.43% active; in the data active = inhibition above about 24%; note: 0% = median of the test wells and 100% = reference compound wells
# CCHF vOTU inh – CCHFV vOTU protease inhibitors, primary screen, biochemical, Pep-AMC substrate, fluorescence; inhibition, % at 11.5 µM; 370,000 tested, 0.55% active; Crimean-Congo hemorrhagic fever virus L polyprotein viral ovarian tumor (vOTU) protease …; in the data active = inhibition above about 30%; note: 0% = vehicle wells with enzyme and 100% = no enzyme wells
# Active calls of the source: *; ? = inconclusive; / = not tested or not shown; & = joins results of further samples. Cut-off read from the data, not from the text of the source, unless noted: active = inhibition above about 30%; inconclusive = no clear call, values can overlap the other calls; inactive = below that. Only part of the results is shown. The share of hits here may be higher or lower than overall.
SMILES	CCHF vOTU inh	BoNT-F LC inh	Anthrax LF prot	BoNT A protease	MazEF act	PrPC surface inh	DUSP3 inh	3CLpro inhibitor	Rv3671c protease	SSB-PriA inh
CCCCOc1ccc(C(=O)NCC2(c3ccccc3)CCOCC2)cc1	6	2	0	?	-8	1	14	0	-18	-2
COc1ccccc1N1CCN(C(=O)c2cc(=O)c3cc(C)ccc3o2)CC1	-1	-4	13	1.5	-3	12	/	-2	-3	5
CCCN(CCC)C(=O)CSc1nc2ccsc2c(=O)n1NC(=O)c1ccccc1	3	?	-3	2.2	10	-1	18	-3	6	-13
CC(C)(C)Cc1nc(-c2ccc(Cl)cc2)no1	-5	-9	1	-5.4	-11	1	15	4	1	-9
COc1cc(/C=C(/C#N)C(=O)Nc2ccc(Cl)cc2)ccc1Oc1nc(Cl)ncc1F	-4	-14	3	-1.7	-13	1	-17	0	-16	-5
COC(=O)C(CCSC)NC(=O)Cn1ncc2c(=O)oc3ccc(C)cc3c21 (configuration not stated)	2	-11	-3	-0.9	5	-4	15	6	1	-3
COC(=O)N1[C@H](Cc2ccccc2)C=C[C@]1(C)C(=O)NCc1ccccn1	/	0	3	0.0	2	/	1	1	-9	-1
O=C(O)CN1C(=O)CN=C(c2ccccn2)c2cc(Cl)ccc21	-4	-10	3	3.6	-6	-6	20	-1	-12	-4
Cc1ccc(CN2CC(C(=O)Nc3cc(C)ccn3)CC2=O)cc1 (configuration not stated)	1	1	-4	-5.6	4	11	/	/	-2	-3
O=C(NCCN1C(=O)S/C(=C/c2ccccc2)C1=O)C1CC(=O)N(Cc2ccccc2)C1 (configuration not stated)	13	/	/	/	9	-8	/	/	4	7
COc1ccc(OC)c(Nc2ccc(C(=O)O)cc2[N+](=O)[O-])c1	2	-14	-4	-0.5	-1	-25	16	-1	-6	18
COc1ccc2c(CC(=O)NNC(=O)c3ccccc3F)coc2c1	-9	0	-6	0.4	7	4	/	/	-2	-14
O=S(=O)(c1ccccc1)N1N=C(c2cccs2)CC1c1ccc(F)cc1 (configuration not stated)	20	-10	-1	0.2	11	6	-4	4	-4	-12&-9
C/C(=N/NC(=O)c1ccoc1C)c1cccc(NC(=O)C(F)(F)F)c1	-7	-2	-2	0.1	4	13	-7	1	-9	/
CCOC(=O)C1=C(C)N=C2SC(C)C(=O)N2C1c1cccc(F)c1 (configuration not stated)	7	0	-1	0.4	-2	-2	23	5	-15	-2
COC(=O)Cn1c2ccccc2c2nc3ccccc3nc21	7	?	-16	-0.9	-18	-9	4	2	/	-10
O=C(COc1ccccc1)Nc1cc(S(=O)(=O)N2CCOCC2)ccc1N1CCCC1	15	5	7	0.8	9	-2	/	/	3	-14
O=C(COc1cc(O)c2c(=O)c3ccccc3oc2c1)OCc1ccccc1	-10	-9	-3	0.1	-8	-1	4	-3	-11	-7
Nc1nc(-n2cnnc2)nn1-c1ccccc1	-9	1	-3	-0.9	-1	0	10	1	0	-9
Cc1ccc(OCC(=O)N2N=C(c3ccc(Cl)cc3)CC2c2ccco2)c([N+](=O)[O-])n1 (configuration not stated)	-1	4	-1	-0.1	-3	-7	32	2	-5	-5
O=C(Nc1ccc(-c2nc3ccccc3o2)cc1)c1cccnc1	6	-2	2	-0.4	5	4	-5	1	-11	-1
O=C(CN1C(=O)NC(Cc2c[nH]c3ccccc23)C1=O)Nc1cccc(S(=O)(=O)N2CCCC2)c1 (configuration not stated)	-11	-5	2	-0.7	2	-3	-23	0	-2	1
COc1ccc(-c2nn(-c3ccccc3)cc2C(=O)O)cc1OC	-3	-10	-3	-0.7	7	-5	4	2	1	-6
O=C(c1nn(Cc2ccccc2)c(=O)c2ccccc12)N1CCN(C/C=C/c2ccccc2)CC1	4	0	6	-0.6	1	-7	9	0	-12	17
CC(=O)c1ccc(OCc2cc(C(=O)N(C)Cc3cc(C)no3)no2)cc1	15	3	-4	0.7	4	-1	15	-2	13	-14
COc1ccc(OCc2cc(C(=O)N3CCCCCC3)no2)c(Cl)c1	-2	2	-1	0.6	0	-3	6	-1	2	-34
COc1cccc(NC(=O)CN(C)C(=O)CCNC(=O)c2ccccc2OC)c1	-1	0	5	2.7	-2	3	/	/	/	-4
COc1ccc(C2=NOC(Cn3nc(-c4ccccc4)cc3C(=O)O)C2)cc1 (configuration not stated)	0	3	1	0.0	0	-7	/	/	-1	-2
CC1(C)CC(=O)C/C(=N/Nc2nc3ccccc3s2)C1	-13	-13	-8	-0.1	2	3	11	-2	1	/
COc1cc(OC)cc(C(=O)NC(C(=O)O)C23CC4CC(CC(C4)C2)C3)c1 (configuration not stated)	8	2	2	0.2	-4	-7	26	3	12	0
C[C@H](c1ccccc1)N1C[C@@H](COCc2ccccc2)Oc2cc(N3CC[C@@H](O)C3)ccc2S1(=O)=O	20	-10	-6	-0.7	/	-4	/	/	/	/
NC(c1csc(Nc2cnccn2)n1)c1ccccc1Cl (configuration not stated)	-1	-15	-7	-0.9	/	7	/	/	/	/
O=C(CSc1nnc(-c2ccc3c(c2)OCO3)o1)Nc1ncc(C(F)(F)F)cc1Cl	1	-3	0	0.5	-10	14	6	2	2	1
CCOc1ccc(NC(=O)CN(C)C(=O)C2CC(=O)N(CCc3ccccc3)C2)cc1OCC (configuration not stated)	-2	-12	0	-0.6	5	3	/	/	4	-16
COc1ccc(C2C(C(=O)c3ccco3)=C(O)C(=O)N2CC2CCCO2)c(OC)c1 (configuration not stated)	6	-8	-8	-2.7	8	-2	26	5	-3	-4
Cc1ccc(Oc2ccc(S(=O)(=O)N3CCOCC3)cc2C(N)=O)c(-n2nc3ccccc3n2)c1	-3	-3	1	0.1	4	-4	-10	1	0	-4
COc1cc(C(=O)Nc2ccc(F)cc2Cl)ccc1OCC(=O)N1CCOCC1	-5	-4	-9	1.3	-2	2	/	/	6	-2
CCOC(=O)COc1ccc(S(=O)(=O)N2CCN(c3ccc(OC)cc3)CC2)cc1	30*	-8	-3	-1.6	-3	-4	16	3	-4	-6
O=C(Nc1cccc(Cl)c1)c1nc[nH]c1C(=O)NCc1ccccc1	4	-10	-3	1.3	36	-10	/	/	-18	-5
CCCOc1ccc(C2C(C(=O)c3ccco3)=C(O)C(=O)N2CCCn2ccnc2)cc1 (configuration not stated)	-2	10	-8	0.7	1	1	-1	3	0	6
COC(=O)Nc1ccc(S(=O)(=O)N(C)C)cc1	-16	-2	-3	-0.5	4	3	-3	0	3	-6
COc1cc(C(=O)N2CCN(C)CC2)cc(OC)c1OC	8	-4	-2	-0.4	4	7	8	5	4	-12
Cc1nn(CC(=O)c2ccc(Cl)s2)c(C)c1[N+](=O)[O-]	5	-5	1	-0.1	-15	2	37	-1	-7	-13
CCOc1cccc(C(=O)Nc2cc(C)ccc2NC(=O)c2ccco2)c1	-5	-7	-3	-3.8	-3	-6	29	-5	/	6
COCCN(C(=O)c1cc(S(=O)(=O)N2CCCCC2)ccc1Cl)c1c(N)n(CC(C)C)c(=O)[nH]c1=O	1	-3	3	1.9	2	8	/	/	/	0
COc1ccc(Cl)cc1NC(=O)CC(C)=O	10	19	3	1.6	-1	5	3	1	-3	-9
O=S(=O)(CCNCc1ccco1)NCc1ccccc1	-9	-5	-3	-0.4	7	-8	/	/	/	-1
CCCCCC(=O)Nc1cc(S(=O)(=O)N2CCCCC2)ccc1N1CCOCC1	16	-6	-3	-2.1	-5	2	-4	5	-5	3
O=C(NCCNC(=O)c1ccco1)c1ccc(Cl)c(Cl)c1	1	-6	8	-2.7	3	6	-20	5	-2	-16
CCCc1ccc(-c2csc(NC(=O)C3=COCCO3)n2)cc1	24	6	-2	-0.3	1	-1	/	/	-14	-13
CC1CCCC(NC(=O)C2CC(=O)N(Cc3ccccc3)C2)C1C (configuration not stated)	-2	0	-1	4.2	-1	0	14	0	-4	-7
COc1ccc(CCN(C)C2CC(=O)N(c3ccccc3)C2=O)cc1OC (configuration not stated)	-17	?	-12	0.9	3	7	-4	2	2	-9
O=C(O)CCSc1nnc(COc2cccc3ccccc23)n1-c1cccc(Cl)c1	12	2	-8	0.1	-1	9	40	3	0	4
CCOC(=O)[C@H]1[C@H]2COc3ccc(C)cc3[C@@H]2N2C(=O)CN(Cc3ccc(OC)cc3)C(=O)[C@@]12C	3	11	-3	-0.4	1	0	/	/	-4	3
O=c1[nH]c(C(F)(F)F)nc2c1nc1n2CCC1	-12	1	4	0.0	-2	6	/	/	/	/
CSc1nc2ccc(NS(=O)(=O)c3c(Cl)cccc3Cl)cc2s1	-14	-1	-4	4.3	-1	-3	-7	3	-11	-4

# Taken from above.
# `CCCc1ccc(-c2csc(NC(=O)C3=COCCO3)n2)cc1` @ Rv3671c protease: -14
# `CCOC(=O)[C@H]1[C@H]2COc3ccc(C)cc3[C@@H]2N2C(=O)CN(Cc3ccc(OC)cc3)C(=O)[C@@]12C` @ MazEF act: 1
# `CC1CCCC(NC(=O)C2CC(=O)N(Cc3ccccc3)C2)C1C` (configuration not stated) @ PrPC surface inh: 0

# New compounds follow.
SMILES	CCHF vOTU inh	BoNT-F LC inh	Anthrax LF prot	BoNT A protease	MazEF act	PrPC surface inh	DUSP3 inh	3CLpro inhibitor	Rv3671c protease	SSB-PriA inh
CCOc1ccc(NC(=O)CN2C(=O)CSC2=O)cc1	17	-2	0	-1.0	-6	-4	-5	-3	-2	-12
COc1ccc(NC(=O)C2(C)CCN2Cc2ccc(OC)c3ccccc23)cc1OC (configuration not stated)	-1	1	-11	-0.1	/	1	/	/	/	/
O=C(C1CCC(CNS(=O)(=O)c2cccc3nsnc23)CC1)N1CCN(c2ccccn2)CC1 (configuration not stated)	2	-4	7	-1.3	4	-27	31	-1	-2	-14
CCN(CC)c1ccc2cc(-c3nc4ccccc4[nH]3)c(=O)oc2c1	/	59*	28	33*	/	/	6	-40	-3	-22
CC12CC3(C)CC(C)(C1)CC(C(=O)NCc1cccnc1)(C2)C3	9	-6	9	3.3	-3	0	43	0	12	-8
O=C(Nc1ccc(F)cc1)Nc1ccccc1N1CCCCC1	-17	-8	-5	-0.3	-5	6	13	0	-4	-1
Cc1nc2ncnn2c(C)c1CCC(=O)N1CCN(C(=O)c2ccco2)CC1	10	2	-2	1.2	0	-1	21	-10	-3	-8
CC1CCc2c(sc3nc(CN4CCOCC4)nc(N4CCc5ccccc5C4)c23)C1 (configuration not stated)	10	2	6	3.1	-6	-2	26	-3	-14	17
COC(=O)c1c(NC(=O)CN2C(=O)C(=O)N(CC(C)C)C2=O)sc(C)c1C	3	6	0	-1.8	1	-2	14	4	-1	-11
Oc1ccc(N2CCN(c3ncnc4sc(-c5ccccc5)cc34)CC2)cc1	12	-11	-9	-1.1	3	6	4	3	/	12
O=C(Cc1c(Cl)cccc1Cl)NC1=NCCS1	/	-5	0	0.6	/	/	0	0	-19	/
